# Screening results as filed in PubChem.
# POLH inh: inhibitors of human DNA polymerase eta; Potency, µM (highest dose often 114 µM), for inactives: at the top dose activity change, negative = inhibition, usual class: inhibitors; hit rate 1.2% among 390,000; Q9Y253; recombinant Pol eta, fluorescent DNA replication assay; also: potency is read from the fitted curve at half-maximal effect; % is scaled to controls: 0 for no effect and ±100 for the full control effect
#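 Pol eta at 10 nM preincubated with compounds 15 min at room temperature; reaction started with fluorescent substrate (50 nM final) and read kinetically at 0 and 10 min.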
# RGS4 inhibitor: human RGS4 inhibition | hit rate 0.039% among 390,000 | AID 504845 | Transcreener GDP fluorescence polarization, RGS4-accelerated GTP hydrolysis | Potency, µM (top dose mostly 114 µM), without a hit: at the top dose activity change, negative = inhibition, most hits filed as inhibitors; also: potency is read from the fitted curve at half-maximal effect; % is scaled to controls: 0 for no effect and ±100 for the full control effect; nearly all actives have a fitted effect of over 75% in size; some results filed as inactive show a strong effect at the top dose
#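 MLSMR compounds (23 nl, pin-transferred) preincubated 10 min at room temperature with a 500nM (2x) first reagent, then RGS4 at 900nM (2x) plus Transcreener GDP mix added; fluorescence polarization (620/688 nm) read before and after 90 min at 30 °C.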
# ERG Ets-DNA blk: blocks human ERG Ets domain binding to DNA; AID 624246; P11308; Potency, µM (series often up to 76.9 µM), inactives show at the highest dose FP activity, negative = inhibition, hits mostly inhibitors; hit rate 0.028% among 370,000; fluorescence polarization, His-ERG Ets domain / labelled DNA; active = well fitted inhibition curve with a large enough effect in the polarisation, with a control signal flat; inconclusive = small, poorly fitted or top-dose-only effect, or effect the other way, or a change in a side signal; inactive = no such curve, though single readings can be large or run the other way; the % refers to the polarisation;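 also: polarization taken with two DNA probes labelled with fluorescein and Texas red; potency is read from the fitted curve at half-maximal effect; % of control where 0% means no effect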
# Target sequence (P11308 whole entry, looked up, the tested form may be a part): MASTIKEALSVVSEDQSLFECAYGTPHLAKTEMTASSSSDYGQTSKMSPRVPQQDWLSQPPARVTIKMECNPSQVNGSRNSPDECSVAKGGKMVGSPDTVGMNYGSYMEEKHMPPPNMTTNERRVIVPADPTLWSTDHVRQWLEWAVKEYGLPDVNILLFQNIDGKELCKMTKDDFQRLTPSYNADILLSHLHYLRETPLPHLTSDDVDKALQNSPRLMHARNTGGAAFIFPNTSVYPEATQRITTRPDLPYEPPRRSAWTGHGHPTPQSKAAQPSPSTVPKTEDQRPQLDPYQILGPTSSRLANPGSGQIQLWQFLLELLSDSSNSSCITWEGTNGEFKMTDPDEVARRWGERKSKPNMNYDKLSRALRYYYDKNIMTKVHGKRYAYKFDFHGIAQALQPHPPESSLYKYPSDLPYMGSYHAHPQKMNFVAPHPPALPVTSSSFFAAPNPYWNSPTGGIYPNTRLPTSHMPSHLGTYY
#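 His-tagged ERG Ets domain (1 uM in the protein solution; 300mM KCl, 50mM Tris-HCl, 1mM EDTA, 1mM DTT, pH 7.5) received compound, then a probe mix of 5 nM fluorescein-DNA and 100nM Texas-615-DNA. Fluorescence polarization was read for both dyes.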
# APE1 inh: APE1 (human) endonuclease inhibition; recombinant APE1, TAMRA/BHQ-2 abasic DNA cleavage fluorescence; Potency, µM (highest dose often 65.8 µM), without a hit: at the top dose activity change, negative = inhibition, usual class: inhibitors; hit rate 0.35% among 350,000;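 also: potency is read from the fitted curve at half-maximal effect; plate controls were vehicle for no effect and reference inhibitor for full effect; nearly all actives have a fitted effect of over 55% in size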
# Target sequence (P27695 whole entry, looked up): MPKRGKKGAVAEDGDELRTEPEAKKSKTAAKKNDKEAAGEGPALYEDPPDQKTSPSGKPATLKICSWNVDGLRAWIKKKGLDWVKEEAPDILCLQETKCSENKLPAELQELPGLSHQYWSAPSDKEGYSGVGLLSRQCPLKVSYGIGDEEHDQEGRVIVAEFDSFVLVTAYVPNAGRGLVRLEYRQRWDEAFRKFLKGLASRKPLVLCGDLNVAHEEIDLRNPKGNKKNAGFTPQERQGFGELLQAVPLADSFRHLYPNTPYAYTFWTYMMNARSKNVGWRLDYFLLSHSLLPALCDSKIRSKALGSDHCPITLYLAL
#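 Measures dequenching upon AP-site incision of a 5'-TAMRA/3'-BHQ-2 THF-containing duplex, 50 nM; human APE1 0.75 nM after 15 min room-temperature exposure to compound; kinetic three-point read at one-minute spacing.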
# LDHA inh: blocks human lactate dehydrogenase A; hit rate 0.15% among 480,000; purified LDHA, NADH/diaphorase-resazurin fluorescence; stronger effect = lower value; P00338; AID 1347041; activity change, % (values are at about 110 or 230 µM); in the data active = activity change below about -30%; inconclusive = mostly about -25% to -30%;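 also: plate controls were DMSO wells for no effect and wells without enzyme for full effect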
#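 Remaining NADH was detected by diaphorase (0.133 mg/mL) converting 37 µM resazurin to fluorescent resorufin, read at 0 and 20 minutes. The preceding 5-minute room-temperature reaction used 2 nM LDHA, 0.2 mM sodium pyruvate and 0.06 mM NADH at pH 7.4.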
# 12-LOX inh: inhibitors of human 12S-lipoxygenase ALOX12; Potency, µM (top dose mostly 108 µM), for inactives: at the highest dose activity change, negative = inhibition, usual class: inhibitors; purified 12hLO, xylenol orange hydroperoxide absorbance; P18054; AID 1671190; hit rate 1.1% among 580,000; also: potency is read from the fitted curve at half-maximal effect; % is scaled to controls: 0 for no effect and ±100 for the full control effect
#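 Purified human 12hLO (150 nM final) in 25 mM Hepes, 0.01% Triton X-100, pH 7.0 was preincubated 15 min at room temperature with compound. Then 40 uM arachidonic acid was added, 30 min. Hydroperoxide was read by Fe-XO absorbance ratio 573/405 nm.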
# Pol kappa inh: blocks human DNA polymerase kappa activity. Q9UBT6. purified Pol kappa, fluorescent DNA synthesis assay, 10 min. Potency, µM (doses to about 107 µM), for the others: top-dose activity, negative = inhibition, most hits filed as inhibitors. hit rate 0.53% among 400,000. AID 588579; also: potency is read from the fitted curve at half-maximal effect; % is scaled to controls: 0 for no effect and ±100 for the full control effect
#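 Kinetic fluorescence screen: compound preincubated 15 min RT with 10 nM enzyme; 50 nM substrate (final) initiates; reads at 0/10 min.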
# Pol beta inh: blocks human DNA polymerase beta activity | P06746 | Pol beta primer extension/strand displacement, fluorescence kinetic | Potency, µM (doses to about 114 µM), without a hit: at the top dose activity change, negative = inhibition, most hits filed as inhibitors | hit rate 1.3% among 340,000 | AID 485314; also: potency is read from the fitted curve at half-maximal effect; % is scaled to controls: 0 for no effect and ±100 for the full control effect
#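 Kinetic readout of DNA synthesis with strand displacement by Pol beta. Compound and 10 nM enzyme sit 15 min at room temperature; 50 nM substrate starts the reaction, read immediately and at 10 min.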
# Anesthetic bind: binds horse apoferritin like a general anesthetic | P02791 | apoferritin/1-aminoanthracene competitive binding, fluorescence | Potency, µM (top dose mostly 77.5 µM), without a hit: top-dose activity change, negative = displacement, hits mostly inhibitors | hit rate 0.074% among 350,000; also: potency is read from the fitted curve at half-maximal effect; % is scaled to controls: 0 for no effect and ±100 for the full control effect; nearly all actives have a fitted effect of over 20% in size
# Target sequence (P02791 2-175 limits assumed): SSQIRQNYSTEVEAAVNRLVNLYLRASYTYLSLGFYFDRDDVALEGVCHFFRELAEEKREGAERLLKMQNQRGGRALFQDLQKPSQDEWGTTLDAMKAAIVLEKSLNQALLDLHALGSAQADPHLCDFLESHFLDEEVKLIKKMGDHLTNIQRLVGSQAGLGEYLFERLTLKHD
#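 Probe: 1-aminoanthracene (50% saturated, PBS). Protein: horse-spleen apoferritin, 10 uM. Incubation: 10 min, room temperature. Detection: 380 nm excitation, 535 nm emission. Analysis: normalized response, four-parameter Hill.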
# * = called active by the depositor; ? = inconclusive; · = no result given; & = joins results of further samples; [ ] = remark or other dose. Unless noted, calls follow the shape of the dose curve; as a rule, active = well fitted curve in the direction sought with a large enough effect; inconclusive = small, poorly fitted or top-dose-only effect, or another doubt; inactive = no such curve, though single readings can be large; an effect the other way counts as inactive or inconclusive. The list is partial. The share of hits here may be higher or lower than overall.
SMILES,POLH inh,RGS4 inhibitor,ERG Ets-DNA blk,APE1 inh,LDHA inh,12-LOX inh,Pol kappa inh,Pol beta inh,Anesthetic bind
CC(=O)Oc1c(I)cc(I)cc1C(=O)Nc1ccc(Cl)cc1,5%,-4%,0%,55%,-8,135%[activator],-12%,?,-23%
CCOC(=O)NC(=O)c1cn(Nc2ccccc2C(F)(F)F)c(=O)[nH]c1=O,-15%,-11%,-2%,-1%,-4,0%,-3%,-1%,-2%
C=CC[C@H](CC(=O)N(CCO)Cc1ccccc1)C(=O)N[C@H](COC(=O)[C@H](CC=C)CC(=O)OC(C)(C)C)Cc1c[nH]c2ccccc12,-22%,-12%,-1%,-15%,0,-2%,-11%,·,·
O=C(CSc1cn(CCNC(=O)c2ccccc2)c2ccccc12)NCc1ccco1,0%,-22%,12%,-5%,5,-8%,-11%,-7%,-12%
COc1cccc(C(=O)NCCS(=O)(=O)NC(C)CCc2ccccc2)c1 (centres undefined),-10%,12%,1%,-12%,-3,-16%,-16%,·,·
CCOc1ccc(S(=O)(=O)Nc2ccc3c(c2)CCCN3S(=O)(=O)c2ccc(C)cc2)cc1,-18%,-6%,1%,·,0,?,-6%[60.1 µM],1%,61%[activator]
Cc1ccnc(SCCn2c(N3CCCCC3)nc3c2c(=O)n(C)c(=O)n3C)n1,-17%,13%,-5%,14%,-3,-14%,-4%,21%,-9%
NC(=O)NC(=O)C(Nc1ccc2c(c1)CCC2)c1ccccc1 (centres undefined),2%,10%,-5%,7%,-1,-11%,-12%,31%,-3%
COc1ccccc1C(=O)NNc1ncc(C)s1,-7%,-53%,-1%,19%,-3,2%,-2%,-11%,-10%
CC(=O)C1=C(C)Nc2ncnn2C1c1ccc(C)cc1 (centres undefined),-4%,15%,-3%,6%,-2,2%,-10%,10%,3%
N#C/C(=C/c1cn(-c2ccccc2)nc1-c1cccc(OCc2ccccc2)c1)C(=O)NCCCn1ccnc1,-10%,-13%,8%,6%,-3,1%,5%,38%,?
Clc1ccc(NC2=NCCCCC2)cc1,0%,7%,-23%,4%,-5,0%,7%,8%,-7%
COc1ccc(NC(=O)CCCc2nnc3n(CCC(C)C)c(=O)c4sccc4n23)c(OC)c1,-3%,-8%,4%,·,-4,0%,-6%,-6%,-7%
O=C(CC1C(=O)OCC2CCCCN21)Nc1ccccc1C(F)(F)F (centres undefined),-20%,-28%,16%,5%,-19,-23%,3%,12%,1%
COc1cc(CN2CCNC(=O)C2CC(=O)N(C)CCC2CCOCC2)cc(OC)c1 (centres undefined),1%,-35%[56.9 µM],14%,-13%,3,7%,-7%,14%,-1%
CCCn1nc(C(=O)OCC(=O)NC(C)c2ccccc2)c2ccccc2c1=O (centres undefined),-16%,-24%,27%,-3%,16&-6,38%&0%[activator],-7%,2%,-7%
CCCN1C2CCCC1CC(NC(=O)c1cccc([N+](=O)[O-])c1)C2 (centres undefined),1%,13%,0%,6%,-5,0%,-7%,20%,5%
Cc1cc(N2C(=O)C(O)=C(C(=O)c3cccs3)C2c2ccccc2)no1 (centres undefined),-1%,28%,-3%,-1%,-7,-6%,-9%,7%,-10%
COc1ccc(-c2csc(NC(=O)c3nc(-c4ccccc4)oc3C)n2)cc1,-2%,-5%,6%,-3%,-4,102%[activator],-15%,1%,-15%
COc1c([N+](=O)[O-])c(=O)n(-c2ccccc2)c2ccccc12,-20%,-15%,1%,-5%,1,?,-3%,1%,-19%
COc1ccc(S(=O)(=O)N2CCC(C)CC2)cc1Br,-9%,-8%,-1%,-10%,-1,0%,-10%,?,-10%
Cc1ccccc1CNC(=O)CC1C(=O)NCCN1CC1CCCCC1 (centres undefined),-21%,16%,12%[15.4 µM],6%,5,?,1%,-12%,-19%
CC1CN(c2nc(-c3ccccc3)nc3ccccc23)CC(C)O1 (centres undefined),-7%,1%,-3%,1%,-2,-4%[57.4 µM],-14%,-25%,7%
CCCC(=O)Nc1ccc(C(=O)NNC(=O)c2cccc([N+](=O)[O-])c2)cc1,-21%,-2%,14%,7%,-3,3%,-3%,4%,-6%
O=C(NCCN1CCOCC1)c1ccc2c(c1)N(Cc1ccc(Cl)cc1)CCS2,?,-38%,-2%,-1%,3,3%,7%,-1%,36%[activator]

# Whole records from above:
# `NC(=O)NC(=O)C(Nc1ccc2c(c1)CCC2)c1ccccc1` (centres undefined) reads POLH inh = 2%; RGS4 inhibitor = 10%; ERG Ets-DNA blk = -5%; APE1 inh = 7%; LDHA inh = -1; 12-LOX inh = -11%; Pol kappa inh = -12%; Pol beta inh = 31%; Anesthetic bind = -3%
# `COc1cc(CN2CCNC(=O)C2CC(=O)N(C)CCC2CCOCC2)cc(OC)c1` (centres undefined) reads POLH inh = 1%; RGS4 inhibitor = -35%[56.9 µM]; ERG Ets-DNA blk = 14%; APE1 inh = -13%; LDHA inh = 3; 12-LOX inh = 7%; Pol kappa inh = -7%; Pol beta inh = 14%; Anesthetic bind = -1%

# Back to the main list, starting two compounds before the break.
SMILES,POLH inh,RGS4 inhibitor,ERG Ets-DNA blk,APE1 inh,LDHA inh,12-LOX inh,Pol kappa inh,Pol beta inh,Anesthetic bind
CCCC(=O)Nc1ccc(C(=O)NNC(=O)c2cccc([N+](=O)[O-])c2)cc1,-21%,-2%,14%,7%,-3,3%,-3%,4%,-6%
O=C(NCCN1CCOCC1)c1ccc2c(c1)N(Cc1ccc(Cl)cc1)CCS2,?,-38%,-2%,-1%,3,3%,7%,-1%,36%[activator]
CCN(CC)S(=O)(=O)c1ccc(NC(=O)COC(=O)c2c[nH]c(=O)[nH]c2=O)cc1,-3%,16%,-4%,8%,0,?,7%,13%,3%
COc1ccccc1C1CCN(C(=O)c2ccco2)CC1,-19%,-5%,-10%,?,-6,2%,-2%,0%,52%[activator]
COc1ccc(C(=O)NC(=S)Nc2ccc(CN3CCOCC3)cc2)cc1Cl,-2%,18%,-3%,1%,-9,32µM*,-14%,0%,-23%
CC(=O)C[C@H]1c2cc(C(F)(F)F)ccc2S(=O)(=O)N1c1ccc(N(C)C)cc1,-15%,0%,1%,·,6,-13%,-1%&15%,·,·
O=C(Nc1nc2ccccc2[nH]1)c1ccc(Cl)cc1,11%,-3%,-1%,25%,-7,-16%,-3%,-8%,-4%
CC(=C/c1ccccc1)/C=N/NC(=O)c1cnccn1,-1%,30%,-2%,3%,-9,0%,-8%,-1%,26%
O=C1N=C(N2CCCCC2)S/C1=C\c1ccc(Cl)cc1,-8%,37%,3%,-3%,-6,?,-5%,-3%,-19%
O=C(C(=O)N1CCN(c2ccccc2Cl)CC1)c1c[nH]c2ccccc12,-16%,-1%,58%[activator],26%,-2,-13%,-22%,-27%,?
COc1cccc(=O)c2c(C)n(C)c(C)c12,?,-14%,-4%,-9%,5,6%,?,25µM*,-2%
CC(Oc1ccc2c(-c3ccccc3)cc(=O)oc2c1)C(=O)NCCCN1CCOCC1 (centres undefined),-1%,32%[11.4 µM],-8%,0%,-10&-18,-17%&12%,-10%,-2%,-3%
COC(=O)c1ccc2c(c1)N(CC(=O)Nc1ccc(C)cc1Cl)C(=O)c1ccccc1S2,-11%,-8%,4%,·,-10,-18%,-1%[60.1 µM],?,-16%
CCOc1ccc(NC(=O)[C@@H](NC(=O)c2ccccc2Br)C(C)C)cc1,3%,-5%,-4%,-1%,-2,-23%,-3%,6%,-15%
COc1ccc(NC(=S)Nc2ccc(N)c([N+](=O)[O-])c2)cc1,-7%,-20%,6%,11%,1,-13%,-10%,33%,-18%
CC(C)[C@H](NC(=O)c1ccccc1)C(=O)OCC(=O)c1c(N)n(C)c(=O)n(C)c1=O,7%,-7%,10%,3%,-4,9%,7%,·,·
CC(=O)Nc1ccc(-c2csc(NC(C)c3ccccc3)n2)cc1 (centres undefined),-18%,-46%,-10%,-3%,3,?,10%,-7%,-6%
CCOc1ccc(NC(=O)CN(C)C(=O)Cc2c[nH]c3ccccc23)cc1OCC,-4%,0%,-6%,-3%,6,?,-8%,·,·
Cc1cccnc1NC(=O)Cn1nc([N+](=O)[O-])cc1C,-19%,-15%,-10%,1%,-5,9%,-2%,3%,-6%
COc1ccc2c(c1)C(C1C(=O)CCCC1=O)c1ccccc1O2 (centres undefined),-4%,25%,-1%,0%,-9,0%,-16%,26%,-4%
O=C(Nc1ccccc1N1CCCC1)c1ccc(Cl)cc1Cl,-10%,-1%,-4%,0%,-1,-24%,-11%,-18%,-18%
CCOC(=O)c1c(C)c(C(=O)NCc2cccs2)c(C)n1C,-7%,27%,-6%,3%,-6,-17%,-9%,1%,-9%
O=C(CSc1nnc(-c2ccco2)n1-c1ccccc1)NCc1ccco1,-7%,-7%,3%,-1%,-4,0%,2%,41%,-12%
COC(=O)CSc1ccnc2cc(Cl)ccc12,-2%,-8%,6%,5%,-6,16%,0%,?,2%
NC(=O)C1CCN(C(c2ccccc2Cl)c2nnnn2Cc2ccc3c(c2)OCO3)CC1 (centres undefined),10%,8%,1%,2%,-2,0%,-9%,27%,-14%
COc1ccc(CN2CCC(CNS(=O)(=O)c3cccc(C(F)(F)F)c3)CC2)cc1,-12%,-15%,-10%,16%,-1,2%,-1%,12%,5%
COc1cc(/C=N/Nc2ccnc(=O)[nH]2)ccc1O,-3%,28%,2%,2%,9,-4%,-6%,-18%,-3%
O=C(O)c1cc(Cl)ccc1-c1ccc(/C=C/c2cc(C(F)(F)F)[nH]c(=O)n2)o1,50µM*,10%,9%,-1%,-1,?,?,-30%,485%[activator]
